CXCR6 inh = CXCR6 receptor inhibitors, primary screen, cell-based, beta-arrestin, luminescence, CHO-K1 PathHunter, 1536-well | 360,000 compounds, 0.36% hits | inhibition, % at 20 µM | C-X-C chemokine receptor type 6 (Homo sapiens), O00574; in the data active = inhibition above about 34%, passing the limit was not always enough;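 also: antagonist mode with CXCL16 agonist at 10 nM final; 0% = 10 nM CXCL16 with DMSO and 100% = unstimulated wells without agonist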
697 NFkB inh = inhibitors of PMA/ionomycin-induced NF-kB reporter, 697 cells, primary screen, B-cell NF-kB inhibitor project, cell-based, luminescence, uHTS; 697 B-cell NF-kB luciferase reporter, 16 h; inhibition, % at 4 µM; 330,000 compounds, 0.33% hits; AID 435022, 2010; in the data active = inhibition above about 35%
APJ antag = antagonists of human apelin receptor APJ, primary screen, CHO-K1 cells, beta-arrestin complementation, luminescence; AID 2521, 2010; inhibition, % at 20 µM; P35414; 330,000 compounds, 0.32% hits;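 active = inhibition above about 40% at 20 µM, limit read from the data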;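 also: cells challenged with 10 nM apelin-13 agonist together with compound; plate controls were apelin-13 plus DMSO wells for no effect and DMSO wells lacking apelin-13 for full effect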
Target sequence (P35414 whole entry, looked up): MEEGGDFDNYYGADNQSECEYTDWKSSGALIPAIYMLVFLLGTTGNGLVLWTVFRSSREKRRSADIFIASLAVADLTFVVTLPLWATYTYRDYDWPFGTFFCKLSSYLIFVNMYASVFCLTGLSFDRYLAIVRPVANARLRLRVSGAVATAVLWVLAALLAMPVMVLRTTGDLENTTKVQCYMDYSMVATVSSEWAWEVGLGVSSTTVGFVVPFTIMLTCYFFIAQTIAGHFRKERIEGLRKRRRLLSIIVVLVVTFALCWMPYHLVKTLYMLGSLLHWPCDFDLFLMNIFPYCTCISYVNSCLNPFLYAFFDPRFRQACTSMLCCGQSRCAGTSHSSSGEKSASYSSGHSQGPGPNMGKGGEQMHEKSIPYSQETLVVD
CCR6 antag = CCR6 receptor antagonists, primary screen, cell-based, CHO-K1, luminescence, beta-arrestin, uHTS | C-C chemokine receptor type 6 (Homo sapiens), P51684 | CHO-K1 CCR6 PathHunter beta-arrestin, CCL20-stimulated | inhibition, % at 20 µM | 340,000 compounds, 0.49% hits;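 active = compounds whose inhibition of the agonist-driven luminescence signal at 20 µM reaches about 50%, limit read from the data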;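 also: cells stimulated with CCL20 at 14 nM final; plate controls were DMSO with CCL20 for no effect and DMSO without agonist for full effect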
Target sequence (P51684 whole entry, looked up): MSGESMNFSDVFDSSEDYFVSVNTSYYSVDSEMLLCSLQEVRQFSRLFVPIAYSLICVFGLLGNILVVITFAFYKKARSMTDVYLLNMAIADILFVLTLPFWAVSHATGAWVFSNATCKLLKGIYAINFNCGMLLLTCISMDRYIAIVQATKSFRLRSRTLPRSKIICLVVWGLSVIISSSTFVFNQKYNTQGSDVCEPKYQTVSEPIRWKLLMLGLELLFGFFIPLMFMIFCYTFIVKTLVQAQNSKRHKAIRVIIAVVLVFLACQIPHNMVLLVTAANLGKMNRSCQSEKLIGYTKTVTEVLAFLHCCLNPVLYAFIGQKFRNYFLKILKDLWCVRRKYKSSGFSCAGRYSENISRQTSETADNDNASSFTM
Gli-Sufu block = Gli-Sufu pathway antagonists, primary screen, luciferase luminescence, Sufu-KO-LIGHT cells, uHTS. inhibition, % at 5 µM. 340,000 compounds, 0.74% hits. Sufu-KO-LIGHT fibroblasts, Gli luciferase reporter luminescence. AID 588413, 2011;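 active = inhibition above about 55%, limit read from the data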;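 also: 0% = DMSO-treated cells and 100% = wells with medium but no cells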
UBC13 inh = UBC13 polyubiquitin chain formation inhibitors, primary screen, biochemical, TR-FRET, uHTS. Ubiquitin-conjugating enzyme E2 N (Homo sapiens), P61088. inhibition, % at 20 µM. 330,000 compounds, 0.47% hits. AID 485273, 2010; in the data active = inhibition above about 45%, passing the limit was not always enough
Target sequence (P61088 whole entry, looked up): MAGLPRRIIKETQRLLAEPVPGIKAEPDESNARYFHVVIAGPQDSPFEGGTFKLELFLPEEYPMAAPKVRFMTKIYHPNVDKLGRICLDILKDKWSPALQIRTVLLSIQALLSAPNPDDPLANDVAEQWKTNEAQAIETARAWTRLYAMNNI
Jurkat NFkB inh = inhibitors of induced NF-kB luciferase reporter, primary screen, TCR NF-kB activation inhibitor project, cell-based, luminescence, uHTS | Jurkat, PMA/ionomycin-induced NF-kB luciferase reporter | 330,000 compounds, 0.53% hits | inhibition, % at 4 µM; in the data active = inhibition above about 50%
EBI2 antag = EBI2 receptor antagonists, beta-arrestin recruitment, primary screen, cell-based, luminescence, 7a,25-OHC stimulation, uHTS | AID 651636, 2012 | G-protein coupled receptor 183 (Homo sapiens), P32249 | 7a,25-OHC stimulated | inhibition, % at 5 µM | 360,000 compounds, 0.81% hits; in the data active = inhibition above about 38%;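 also: enzyme fragment complementation signal reports receptor beta-arrestin coupling in cells; 0% = agonist plus DMSO wells and 100% = wells without agonist; some results beyond the cut were filed as inactive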
Active calls of the source: *; i = inactive; . = no result given. A portion of the library; rates above refer to the full screens.

Results follow in this order: CXCR6 inh, 697 NFkB inh, APJ antag, CCR6 antag, Gli-Sufu block, UBC13 inh, Jurkat NFkB inh, EBI2 antag
COc1cc([C@H]2OC[C@H]3[C@@H]2CO[C@@H]3c2cc(OC)c(O[C@@H]3O[C@H](CO)[C@@H](O)[C@H](O)[C@H]3O)c(OC)c2)cc(OC)c1O[C@H]1O[C@@H](CO)[C@H](O)[C@@H](O)[C@@H]1O
    0, 21, -1, -5, 3, 16, 12, 0
COc1ccccc1-n1c(O)c(C=NCc2ccc3c(c2)OCO3)c(=O)[nH]c1=O
    4, 23, 2, -6, -4, 7, 3, 5
O=C(N/N=C/c1c(O)n(Cc2ccc(F)cc2)c(=O)[nH]c1=O)c1ccccc1
    19, 16, 13, 13, 0, -13, 2, -3
OC(C#CCN1CCOCC1)(c1ccccc1)C1CCCC1 (configuration not stated)
    -1, 6, 12, 6, -1, 0, -8, 8
CN(C)C(=O)Oc1noc2cc(Cl)ccc12
    8, 7, 11, -11, -4, 6, 8, 0
C[C@H]1CC2C3CC=C4C[C@@H](O)CC[C@]4(C)C3CC[C@]2(C)[C@H]1O (some centres not stated)
    18, -16, 10, 21, 1, 14, 8, -4
CSCCC(N=Cc1c(O)n(-c2ccc(Br)cc2)c(=O)[nH]c1=O)C(=O)OC(C)(C)C (configuration not stated)
    2, 12, 6, 2, 16, -3, -1, -8
Cc1ccc(N2C(=O)NC(=O)/C(=C\c3cnc(-c4ccccc4)nc3)C2=O)cc1
    -10, -8, 1, -10, -1, -12, -9, -3
O=C1CN=C(c2ccc[nH]2)c2cc(Cl)ccc2N1
    3, -15, 5, 0, 15, -8, -8, -2
COC(=O)C1C2c3ccccc3C(c3ccccc32)C1(C)C(=O)OC (configuration not stated)
    4, ., ., 22, 8, ., ., 14
CN1CCN(/N=C/c2c(O)n(Cc3ccc(F)cc3)c(=O)[nH]c2=O)CC1
    1, 15, 13, 10, -2, 3, 3, 3
O=C(Cc1ccccc1)Oc1ccccc1N1C(=O)CCC1=O
    -1, 3, -2, -11, 8, -11, 0, -18
CN1CCN(c2ccc(C(N)=O)cc2N)CC1
    4, 3, 4, -6, 0, 10, -6, -12
C[C@H](N)CN1CCc2ccc(Br)cc21
    -5, 12, 3, 2, 31, -9, 8, -8
COc1ccc(OC)c([C@@H](O)[C@H](C)NC(C)(C)C)c1
    5, -7, 14, 5, -5, -12, 4, -9

Record cards, from the list above. Order of screens: CXCR6 inh | 697 NFkB inh | APJ antag | CCR6 antag | Gli-Sufu block | UBC13 inh | Jurkat NFkB inh | EBI2 antag
`Cc1ccc(N2C(=O)NC(=O)/C(=C\c3cnc(-c4ccccc4)nc3)C2=O)cc1` is listed as -10 | -8 | 1 | -10 | -1 | -12 | -9 | -3
`O=C(N/N=C/c1c(O)n(Cc2ccc(F)cc2)c(=O)[nH]c1=O)c1ccccc1` is listed as 19 | 16 | 13 | 13 | 0 | -13 | 2 | -3

Next part.
Results follow in this order: CXCR6 inh, 697 NFkB inh, APJ antag, CCR6 antag, Gli-Sufu block, UBC13 inh, Jurkat NFkB inh, EBI2 antag
CN(C)C1(c2nnnn2CCOC(=O)Nc2ccc(Cl)cc2)CCCCC1
    -9, -5, -2, 6, -1, -1, -3, 4
COc1ccc2c(c1)c(C(=O)O)c(C)n2CC(C)C
    2, 10, 6, 9, 0, 8, 7, -4
CC1=Nc2ccccc2/C1=C/c1c(O)n(C)c(=O)[nH]c1=O
    17, -33, 10, 19, 10, -31, -5, -6
CS(=O)(=O)Nc1ccc(Cc2noc(-c3ccc4[nH]cc(CCN)c4c3)n2)cc1
    ., -2, -13, ., ., 36, -18, .
COc1cccc(CN2CCNCC2)c1OC
    0, 9, -4, -1, 26, 0, 10, -1
C/C(=N\N1CCN(C)CC1)c1c(O)[nH]c(=O)[nH]c1=O
    4, 33, 4, 8, -4, 8, 5, 4
COc1ccc(NC(=O)N2CCC3(CC2)OCCO3)cc1OC
    -6, -3, 0, 4, -2, -3, 1, 1
OC12Oc3ccccc3C=C1N1CCC2CC1 (configuration not stated)
    -4, -10, -8, -7, 8, -2, -7, -2
CN(N)N=Nc1nc2c([nH]1)c(=O)n(C)c(=O)n2C
    -13, 4, 17, 0, 6, -6, 19, -6
O=C(Cn1nc(-c2ccccc2)ccc1=O)N1CCC2(CC1)OCCO2
    -12, 8, 17, 5, -1, 2, 0, -12
O=c1[nH]c(=O)n(CCC2=CCCCC2)c(O)c1/C=N/N1CCOCC1
    -7, -5, 5, 1, 0, -1, -13, -3
COc1ccc(C(=O)C23CN4CN(CN(C4)C2)C3)cc1
    1, 26, 1, 6, 5, 12, 6, -13
CCOc1ccc(C2CC(c3c(O)n(C)c(=O)n(C)c3=O)=NN2)cc1 (configuration not stated)
    4, -40, 19, -5, 6, -16, -15, -7
CC12CN3CC(c4ccccc4)(CN(C1)C31CCCCC1)C2=O
    -8, 7, 4, -2, 20, 7, 1, -8
O=C(O)C12C3CCCC1C32c1ccccc1 (configuration not stated)
    -3, 17, -3, 10, 3, 2, 4, -3
C=CCN1C(=O)C2(C(C(=O)OCC)=C(N)Oc3ccccc32)c2c1c1ccccc1oc2=O (configuration not stated)
    11, 10, -9, 10, 5, 3, -10, 20
CC(C)N1CCN(Cc2cccc3c2OCO3)CC1CCO (configuration not stated)
    -1, 2, -6, 3, 3, 5, 1, -11
CCC(=O)c1cc(F)c(N2CCN(CC)CC2)cc1C
    -4, -5, -10, -3, 1, 4, -21, 2
CCOC(=O)Cn1cc(C(=O)c2ccccc2)c2ccccc21
    15, -13, -3, 22, 1, 19, 9, 5
C=CCn1c(O)c(/C(CC)=N/NC(=S)Nc2ccccc2)c(=O)[nH]c1=O
    3, 14, 9, 16, -7, -2, 3, 3
COC(=O)C1=C(c2ccc(C(C)=O)cc2)C[C@@H]2CC[C@H]1N2C(=O)N1CCOCC1
    -2, 11, 0, 7, 0, -8, 2, -3
CCOC(=O)c1c(N)n(CCCOC(=O)c2ccco2)c2nc3ccccc3nc12
    -4, 18, -48, 11, 0, -16, 28, -5
O=c1c2ccccc2nc(CN2CCCCCC2)n1-c1ccc(F)cc1
    16, 18, -8, -4, 21, 13, 3, 11
CC1CN=C(NCCc2ccccc2)S1 (configuration not stated)
    4, -28, 11, -9, 8, -20, -1, -12
COC(=O)C1=C(c2ccc(-c3ccccc3)c(F)c2)C[C@@H]2CC[C@H]1N2C(=O)N1CCCC1
    18, 46*, 6, 16, 26, 8, 22, 21
OCCN1C2CCC1CC(O)(c1ccc(F)cc1)C2 (configuration not stated)
    -1, 16, 0, 12, 0, 3, -1, 4
O=c1cc(C(F)(F)F)c2cc3c4c(c2o1)CCCN4CCC3
    -14, 5, 7, -11, -5, -2, 26, 4
O=C1Nc2ccc(Br)cc2C(c2ccc(Cl)cc2)=NC1O (configuration not stated)
    -18, 4, -3, -2, 8, 18, -22, -5
CC12CCC(=O)C=C1CCC1C2CCC2(C)C(O)(C(=O)CO)CCC12O (configuration not stated)
    3, ., ., 6, 7, ., ., -2
O=C(Nc1ccc(C(F)(F)F)cc1)OC1CN2CCC1CC2 (configuration not stated)
    -2, -4, -16, 11, 8, -1, -10, -3

Fetched one by one from above:
Results follow in this order: CXCR6 inh, 697 NFkB inh, APJ antag, CCR6 antag, Gli-Sufu block, UBC13 inh, Jurkat NFkB inh, EBI2 antag
O=c1c2ccccc2nc(CN2CCCCCC2)n1-c1ccc(F)cc1
    16, 18, -8, -4, 21, 13, 3, 11
CCOC(=O)Cn1cc(C(=O)c2ccccc2)c2ccccc21
    15, -13, -3, 22, 1, 19, 9, 5
C=CCN1C(=O)C2(C(C(=O)OCC)=C(N)Oc3ccccc32)c2c1c1ccccc1oc2=O (configuration not stated)
    11, 10, -9, 10, 5, 3, -10, 20
O=c1cc(C(F)(F)F)c2cc3c4c(c2o1)CCCN4CCC3
    -14, 5, 7, -11, -5, -2, 26, 4
COC(=O)C1=C(c2ccc(-c3ccccc3)c(F)c2)C[C@@H]2CC[C@H]1N2C(=O)N1CCCC1
    18, 46*, 6, 16, 26, 8, 22, 21
CC12CCC(=O)C=C1CCC1C2CCC2(C)C(O)(C(=O)CO)CCC12O (configuration not stated)
    3, ., ., 6, 7, ., ., -2

Next part:
Results follow in this order: CXCR6 inh, 697 NFkB inh, APJ antag, CCR6 antag, Gli-Sufu block, UBC13 inh, Jurkat NFkB inh, EBI2 antag
COc1ccc(-n2c(O)c(C(C)=NCCCn3ccnc3)c(=O)[nH]c2=O)cc1
    -2, 1, 17, -6, -12, 8, 0, -2
C=CCn1c(O)c(C=NCCN(C)C)c(=O)[nH]c1=O
    2, 19, 16, 4, -10, 2, 3, -1
COC(=O)C1=C(c2cccc(C#N)c2)C[C@@H]2CC[C@H]1N2C(=O)NCCc1ccccc1
    -1, 20, 1, 12, 3, -17, 1, -7
O=C(O)COc1ccccc1
    0, -1, -8, -4, 23, -2, -6, 0
COc1ccc2[nH]cc(C(=O)CN(C)C)c2c1
    4, 14, 12, -1, -2, -2, 8, -13
COC(=O)[C@@H]1[C@@H](C(=O)OC)C2(c3ccccc3-c3ccccc32)N(c2ccc(Cl)cc2)N1C#N
    22, -59, 18, 29, -2, -4, 39, 45*
Cc1ccc(C2=NCC(=O)Nc3ccc(Br)cc32)cc1
    -9, -2, 1, -9, -12, 8, 10, 0
CCn1c(=O)cc(SCC(=O)N2CCC3(CC2)OCCO3)c2ccccc21
    8, 62*, 8, -6, 34, 7, 13, -2
CNc1cc(Cl)c2nonc2c1[N+](=O)[O-]
    100*, ., ., 98*, 3, ., ., 80*
CC1(C)CC2(CCO1)NCCN1C(=O)CSC12 (configuration not stated)
    -2, 0, -16, -13, -2, 2, 15, 3
CC(C)c1ccc(N=Nc2c(O)[nH]c(=O)[nH]c2=O)cc1
    11, -39, 10, 12, -18, 2, -31, 6
Cc1ccc2c(c1)CC1(CN2C)C(=O)NC(=O)N(c2cc(C)ccc2C)C1=O (configuration not stated)
    -3, 9, -1, -2, 0, 2, 6, 2
COc1ccc2c(c1)c(C(=O)O)c(C)n2C(C)C
    2, 0, 10, -11, -1, 1, 9, 8
COC(=O)C1=C(c2cc3ccccc3s2)C[C@@H]2CC[C@H]1N2C(=O)NCCS(C)=O (some centres not stated)
    -1, 6, -4, -1, 4, 1, 6, -13
O=C(N/N=C/c1c(O)n(CCc2ccc(F)cc2)c(=O)[nH]c1=O)c1ccccc1
    22, 3, 9, 46, -8, -14, 4, 3
Fc1c(F)c(F)c(N2CCNCC2)c(F)c1F
    -10, 13, -1, 6, 0, 9, -1, -6
O=C(COc1ccccc1)N1CCN(C2CC3CCC2C3)CC1 (configuration not stated)
    -5, -19, -6, 12, 1, -2, -19, 37
C=C1C2[C@H](OC(C)=O)[C@@H]3CC(=O)[C@]4(C)OC[C@@]3(C)[C@@]4(O)[C@@H](OC(C)=O)[C@H](OC(C)=O)[C@@]2(COC(=O)c2ccccc2)[C@@H](OC(C)=O)C[C@@H]1O (some centres not stated)
    2, -2, 4, 0, 8, -5, -4, -4
CN1C(=O)C(=Cc2ccc(N3CCOCC3)o2)C(=O)N(C)C1=S
    3, 0, 42*, 57*, 1, i, 2, 2
O=C1NC(=O)N(c2ccc3c(c2)OCO3)C(=O)/C1=C\c1ccsc1
    10, -2, -11, 7, -2, -1, 2, 2

Screening data: PubChem BioAssay, Sanford-Burnham Center for Chemical Genomics
